Yeast lifespan up: extends the lifespan of yeast | S. cerevisiae growth with nicotinamide, OD615; deaD strain in restrictive glucose medium | inhibition of the nicotinamide effect, % at 10 µM | actives 0.68% (n = 130,000) | AID 775;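 active = inhibition above a set limit, placed 3 SD over the median of all compounds, cut at about 26% in these data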;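 note: 0% = nicotinamide-treated wells and 100% = cells grown without nicotinamide; some compounds called inactive have numbers as strong as hits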
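assay system = DeaD-strain S. cerevisiae | measured by = absorbance at 615 nm | probe or stimulus = nicotinamide 1.5 mM | buffer or medium = CSMM-D glucose medium, restrictive | times = 48 h at 30 °C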
NPY Y2 blocker: NPY-Y2 (human) receptor antagonism. NPY-Y2 expressing cells, antagonist mode. inhibition, % at 2.7 µM. actives 0.99% (n = 140,000); in the data active = inhibition above about 17%;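 note: 0% = vehicle with agonist challenge and 100% = reference antagonist with challenge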
Target sequence (P49146 whole entry, looked up): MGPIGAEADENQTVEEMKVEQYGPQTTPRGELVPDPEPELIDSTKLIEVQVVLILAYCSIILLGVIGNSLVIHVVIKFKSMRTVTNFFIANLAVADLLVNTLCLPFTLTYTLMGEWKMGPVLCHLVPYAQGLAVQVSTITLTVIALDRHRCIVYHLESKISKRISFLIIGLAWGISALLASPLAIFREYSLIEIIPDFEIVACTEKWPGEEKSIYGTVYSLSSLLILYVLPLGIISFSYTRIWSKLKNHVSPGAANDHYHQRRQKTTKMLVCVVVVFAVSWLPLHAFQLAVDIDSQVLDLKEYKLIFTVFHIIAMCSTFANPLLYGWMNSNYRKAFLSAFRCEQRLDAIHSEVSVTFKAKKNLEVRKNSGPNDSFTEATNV
BB579 growth dn: yeast BB579 growth reduction in restrictive medium. actives 0.51% (n = 140,000). S. cerevisiae BB579 growth, OD615, 48 h. inhibition, % at 10 µM;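 active = inhibition above a set limit, 3 SD over the mean compound inhibition, cut at about 44% in these data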; note: inactives centre near -24
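Material: Saccharomyces cerevisiae DeaD strain BB579, replicative lifespan model yeast; buffer or medium: CSMM-D restrictive synthetic medium containing dextrose (glucose); compound: 10 µM single dose, DMSO 0.25%; timing: 48 h compound exposure at 30 °C after 4 h preincubation; signal: turbidity as optical density at 615 nm; benchmarks: positive control amphotericin B 10 µg/mL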
HCT116 PTEN-null: PTEN-deleted cell growth suppression | HCT116 PTEN-null viability, CellTiter-Glo, 60 h; hits give low values | AID 827 | actives 1.2% (n = 140,000) | viability, % at 10 µM;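 active = viability at or below a set limit, 4 SD under the median of all tested compounds, cut at about 3.7% in these data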;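 note: PTEN knockout HCT116 line with beta catenin targeted HCT116 as companion control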
Measles CPE: protection of cells from measles virus. Measles virus-infected cells, CPE protection, absorbance. AID 841. protection (pct of control), % at 4 µM. actives 1.5% (n = 140,000); in the data active = protection mostly above about 24%, no sharp cut-off; inactive = mostly below about 26%; note: some compounds called inactive have numbers as strong as hits
HCT116 bCat-KO: beta-catenin-lacking colon tumor cell growth suppression. HCT116 beta-catenin knockout viability, CellTiter-Glo, 60 h; hits give low values. viability, % at 10 µM. actives 1.5% (n = 140,000);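 active = viability at or under a set limit, the compound median less 4 SD, cut at about 6% in these data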;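 note: 0% = Hyamine 1622 control at 20 µM and 100% = untreated cell control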
MRP1 act: MRP-1 activation; actives 0.61% (n = 140,000); H69AR cells + doxorubicin, viability rescue, CellTiter-Glo; viability increase, % at 10 µM; AID 799;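 active = viability gain under doxorubicin at or above a set limit, the compound median plus 3 SD, cut at about 4.7% in these data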;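 note: MRP-1 overexpressing cells given doxorubicin 25 µM after compound pretreatment; 18-22 h compound pretreatment then 72 h with doxorubicin before readout; 0% = doxorubicin-only wells and 100% = vehicle-treated cells without doxorubicin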
GALR2 blocker: GALR2 (human) receptor antagonism | GALR2-expressing cells, antagonist mode | AID 828 | inhibition, % at 4 µM | actives 0.39% (n = 140,000); in the data active = inhibition above about 27%;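 note: cells stimulated with galanin 1-16 at roughly its EC80; 0% = agonist challenge control and 100% = basal control without agonist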
Target sequence (O43603 whole entry, looked up): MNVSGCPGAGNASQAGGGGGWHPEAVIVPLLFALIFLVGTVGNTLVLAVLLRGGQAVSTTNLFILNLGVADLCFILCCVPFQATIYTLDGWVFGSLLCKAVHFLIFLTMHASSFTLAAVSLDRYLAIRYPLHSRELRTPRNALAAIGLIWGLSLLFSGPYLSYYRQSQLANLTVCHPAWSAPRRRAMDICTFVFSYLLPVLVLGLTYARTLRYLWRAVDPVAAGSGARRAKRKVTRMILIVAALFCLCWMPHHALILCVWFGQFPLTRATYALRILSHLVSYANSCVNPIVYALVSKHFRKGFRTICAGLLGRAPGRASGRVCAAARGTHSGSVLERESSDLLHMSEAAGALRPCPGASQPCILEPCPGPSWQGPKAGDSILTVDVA
E-sel TNF inh: blocks E-selectin expression induced by TNF alpha. HUVEC TNFa-induced E-selectin immunofluorescence, high content. AID 1246. inhibition, % at 2 µM. actives 0.71% (n = 120,000);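 active = inhibition above the batch mean plus 3 SD, and confirmed as a hit on visual image review, cut at about 43% in these data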;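 note: 0% = TNF-stimulated DMSO wells and 100% = unstimulated control wells; not every result past the cut was called active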
Phagocyt inh: inhibitors of macrophage phagocytosis; actives 0.07% (n = 110,000); J774A.1 macrophage IgG-bead phagocytosis, imaging; inhibition, % at 5 µM;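 active = inhibition above the mean of the plate negative controls plus 5 SD, cut at about 13% in these data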;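 note: phagocytic index as fraction of beads internalized from green versus red external bead signal; plate controls were DMSO negative control for no effect and cytochalasin-D positive control for full effect; some results beyond the cut were filed as inactive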
The depositor's hits bear a star; . = no result given; & = joins results of further samples.

Every second line gives: Yeast lifespan up, NPY Y2 blocker, BB579 growth dn, HCT116 PTEN-null, Measles CPE, HCT116 bCat-KO, MRP1 act, GALR2 blocker, E-sel TNF inh, Phagocyt inh
> COC(=O)/C=C1/N/C(=N\c2nc(C)cc(C)n2)N(c2ccccc2)C1=O
 : 1, 1, -27, 88, 14, 84, -3.2, 10, ., .
> CCCNC(=S)NC1CC2CCC(C1)N2Cc1ccccc1 (stereo unspecified)
 : -7, 2, -17, 102, 23, 83, -3.9, -10, 9, .
> COC(=O)CN(c1cccc(C(C)=O)c1)S(C)(=O)=O
 : -1, 2, -27, 100, 4, 94, -0.5, 2, 6, -1
> Cc1ccc(NC(=O)/C(C#N)=C/c2ccc(C)s2)c(C)c1
 : -3, 0, -25, 92, 14, 105, -0.7, -6, 4, 2
> CC(C(=O)NCc1ccc2c(c1)OCO2)N(c1ccccc1)S(C)(=O)=O (stereo unspecified)
 : -5, 3, 1, 83, 10, 81, -0.1, -4, ., -2
> COCCNC(=O)C1=C(N)C(C(=O)Nc2ccc(C)c(S(=O)(=O)N3CCCCC3)c2)SC1=Nc1ccc(C)cc1C (stereo unspecified)
 : -4, -2, -55, ., 15, 90, -2.8, -7, -4, -1
> COc1ccc(NC2=CC(c3ccc(F)cc3)N(c3ccc(OC)cc3)C2=O)cc1 (stereo unspecified)
 : 4, 4, -25, 74, 13, 79, -3.2, 9, ., -12
> CCOC(=O)c1c(C)n(CCNC(C)=O)c2ccc(OC)cc12
 : -1, -2, -11, 102&112, 2, 103, -0.9, 7, -6, 0
> CCCOc1ccc(-c2csc(NC(=O)CN3C(=O)CCC3=O)n2)cc1
 : -1, 1, -8, 100, 14, 89, -3.4, -11, -12, -4
> CC1(N2CCCCC2)CC2(O)C(=[N+]1[O-])CCC/C2=N\O (stereo unspecified)
 : -21, -1, -50, 104, 11, 95, -0.2, -4, ., 3
> COc1ccc(-c2nnc3ccc(SCC(=O)Nc4nc5ccccc5s4)nn23)cc1OC
 : 3, 2, -39, 83, 1, 92, -0.7, -2, ., .
> Cc1onc(-c2ccccc2)c1C(=O)Nc1ccc(OC(C)C)cc1
 : -2, 3, -2, 90, 8, 101, 2.5, 5, ., .
> CC1CCCC(C)N1Cc1cn2ccccc2n1 (stereo unspecified)
 : -2, 0, -33, 87, 16, 98, -1.7, 4, ., 0
> Cc1ccc(Oc2ccc3c(c2)C(=O)N(c2ccc(S(=O)(=O)Nc4nccs4)cc2)C3=O)cc1
 : -4, 1, 28, 100, 6, 97, -1.1, 8, 6, .
> Cc1ccc2cc(C#N)c(NCc3ccco3)nc2c1
 : -32, 1, -56, 67, 7, 67, -3.9, 3, 0, -2
> COc1ccc(OC)c2c1CCC2=O
 : -8, 2, 4, 95, 6, 90, -2.0, 0, -2, .
> OC(Cc1cccnc1)(Cc1cccnc1)c1cc2ccccc2[nH]1
 : -3, 4, -13, 89, 20, 97, -3.2, 6, ., -5
> Cc1cc(NC(=O)C2CCCN(S(=O)(=O)c3c(C)noc3C)C2)no1 (stereo unspecified)
 : 5, 0, 13, 95, 12, 104, -0.1, 2, 0, 0
> Cc1cc(C)c(C#N)c(SCC(=O)NC(C)(C)C)n1
 : -3, 4, 15, 99, 9, 103, -1.3, -8, -10, .
> O=c1c2ccccc2[nH]c(=S)n1CCN1CCN(Cc2ccccc2)CC1
 : -3, 7, -13, 87, 6, 74, -1.3, 6, -7, -1
> Cc1ccc(C(=O)Nc2sc3c(c2C(=O)NCc2ccco2)CCCC3)cc1
 : -2, -1, -15, 106, 2, 97, 1.4, -3, 14, 0
> CCn1c(=O)cc(OCC(=O)Nc2ccccc2N2CCN(C)CC2)c2ccccc21
 : -1, 0, -36, 82, 8, 71, -2.2, 6, 8, 0
> Cc1ccccc1OCC(=O)N/N=C/c1cc2ccccc2nc1Cl
 : -13, -1, -33, 20, 26, 15, -4.9, 12, -34, -3
> COc1cc(CNC(C)c2ccccc2)c(Br)cc1OCC(N)=O (stereo unspecified)
 : -8, 4, -57, 101, 6, 105, -0.8, -9, 32, -1
> O=C(COc1ccccc1)NCC1CCCO1 (stereo unspecified)
 : ., 2, -2, 108, 4, 95, -2.7, -3, -6, .
> COc1cc(C(=O)NCC(c2ccco2)N2CCCC2)ccc1OCc1c(C)noc1C (stereo unspecified)
 : -10, 1, -5, 71, 8, 73, -1.5, 0, -55, 0
> COc1ccc(C(=O)C(CN2CCOCC2)c2ccccc2)cc1F (stereo unspecified)
 : 79*, 17*, -42, 1.3*, 22, 1.6*, -3.1, 33*, 62*, 5
> Cc1cc(C)n(CC2CC(=O)N(c3cc(Cl)cc(Cl)c3)C2=O)n1 (stereo unspecified)
 : 9, 2, -25, 104, 6, 93, 0.2, 5, -61, -8
> O=C(C1=C(O)C(=O)N(CC2CCCO2)C1c1cccnc1)c1ccco1 (stereo unspecified)
 : 1, 3, -14, 97, 2, 85, -1.2, -2, ., 0
> CN(C)S(=O)(=O)c1cccc(C(=O)OCC(=O)Nc2ccccc2OC(F)F)c1
 : -11, 5, -29, 92, 19, 94, -0.7, -2, -64, -1

Compound profiles, from the list above. Order of screens: Yeast lifespan up, NPY Y2 blocker, BB579 growth dn, HCT116 PTEN-null, Measles CPE, HCT116 bCat-KO, MRP1 act, GALR2 blocker, E-sel TNF inh, Phagocyt inh
O=c1c2ccccc2[nH]c(=S)n1CCN1CCN(Cc2ccccc2)CC1 in the list: -3, 7, -13, 87, 6, 74, -1.3, 6, -7, -1
CC1CCCC(C)N1Cc1cn2ccccc2n1 (stereo unspecified) in the list: -2, 0, -33, 87, 16, 98, -1.7, 4, ., 0

The list goes on:
Every second line gives: Yeast lifespan up, NPY Y2 blocker, BB579 growth dn, HCT116 PTEN-null, Measles CPE, HCT116 bCat-KO, MRP1 act, GALR2 blocker, E-sel TNF inh, Phagocyt inh
> Cc1noc(C(=O)NCc2ccc(F)cc2)c1Cl
 : -12, 3, -37, 114, 23, 101, 0.1, -11, ., 0
> O=S(=O)(Nc1ccc(S(=O)(=O)Nc2ccccc2)cc1)c1ccccc1
 : -12, 1, -9, 97, 4, 87, -1.0, -5, -1, -1
> COc1ccc(C(=O)c2nc3c(n2O)CCCC3)cc1OC
 : 1, -2, -20, 106, 1, 107, -1.3, 14, 4, -1
> CCN(CC)CCOC(c1ccccc1)c1ccc(C)cc1 (stereo unspecified)
 : 4, 10, -16, 85, 10, 84, -3.0, 4, ., -1
> N#CC1=C2Nc3ccccc3N2C(=O)NC1(c1ccccc1)C(F)(F)F (stereo unspecified)
 : -7, -1, 3, 92, 15, 88, -2.7, 4, -23, 1
> Cc1nc(SCC(=O)N2CC(=O)Nc3ccccc32)c2c(C)c(C)sc2n1
 : -24, 2, -25, 77, 12, 85, -5.1, 2, -3, 3
> COC(=O)c1ccc(C2C(Oc3ccc(OC)cc3)C(=O)N2CCc2ccc(OC)c(OC)c2)cc1 (stereo unspecified)
 : 3, 3, -35, 94, 8, 90, -0.4, -3, ., 1
> CC(C(=O)NC1CCCC1)N(Cc1ccco1)C(=O)c1snc(C(=O)NC2CCCC2)c1N (stereo unspecified)
 : -14, -1, -22, 83, 9, 78, -0.5, 1, -11, 0
> CCOc1cc(N2CCOCC2)c(OCC)cc1NC(=O)Cc1ccc(OC)c(OC)c1
 : -7, -2, -21, 88, 7, 96, -3.2, -2, -4, -1
> O=C(NNc1nc(-c2ccccc2)cs1)c1ccccc1
 : -10, 0, -11, 18, 19, 20, -1.6, -4, -1, .
> COc1ccc(C(=O)NC(Nc2ccccc2)C(Cl)(Cl)Cl)cc1 (stereo unspecified)
 : -17, 2, -10, 68, 10, 62, -2.1, 11, 20, .
> O=C(Nc1nnc(-c2ccccc2)o1)Nc1ccccc1Cl
 : -8, 2, -18, 97, 5, 93, 0.9, 5, -10, 4
> CCOC(=O)N1CCN(C(=O)CCc2c(C)nc3c(c(C)nn3-c3ccc(C)c(C)c3)c2C)CC1
 : -17, 0, -49, 72, -1, 65, -0.9, 14, -18, 2
> CC(=O)NC1CSCC1OC(C)=O (stereo unspecified)
 : -7, 1, -9, 96, 4, 95, -0.9, 5, ., 0
> O=C(Nc1cccc(F)c1)c1sc(Cl)nc1-c1ccccc1
 : 0, 1, -27, 63, 13, 63, -3.8, 27*, ., -5
> COc1ccc(CNC(=O)CN(c2cc(C)cc(C)c2)S(=O)(=O)c2c(C)noc2C)cc1
 : -6, 1, 0, 84, 7, 90, -3.3, 6, ., -1
> Cc1ccc(S(=O)(=O)N(C)c2ccc(N)cc2)cc1
 : -9, 2, -28, 106, 18, 97, -1.1, -11, 6, -1
> CC(C)(C)c1ccc(Cn2nnc3c(=O)[nH]c(C4CCCN(C(=O)Cc5cccs5)C4)nc32)cc1 (stereo unspecified)
 : -10, 0, -38, 41, 3, 81, -0.9, -10, -16, .
> CCOC(=O)c1sc2nc(C(C)C)c3c(c2c1N)CC(C)(C)OC3
 : 0, 2, -7, 17, 3, 19, -0.2, 5, 0, -2
> CC1=C(C(=O)Nc2ccc(F)cc2)C(c2cccc(C)c2)n2nc(CCCO)nc2N1 (stereo unspecified)
 : -8, 4, -10, 93, 0, 93, -0.1, 10, 2, 0
> CCCCN=CC1=C(O)C(C(=O)OC)C(C)(C)CC1=O (stereo unspecified)
 : -1, 1, -3, 93, 6, 93, 0.9, 12, 0, -1
> C=C(C)Cn1c(CCNC(=O)C(C)(C)C)nc2ccccc21
 : -10, 3, -72, 112, 3, 109, 0.7, -2, -42, -1
> Cc1nc2sc(C(c3ccco3)N3CCN(c4ccccc4)CC3)c(O)n2n1 (stereo unspecified)
 : ., 3, ., ., ., ., ., 6, 3, -1
> CCOc1ccc(Br)cc1S(=O)(=O)Nc1ccc(N2CCOCC2)cc1
 : -5, -1, -39, 93, 77*, 97, -1.2, 2, 8, 0
> C/C(=N/Oc1nc(C)cc(C)n1)c1ccccc1
 : -12, 7, -3, 101, 35, 94, 0.0, -4, -25, -1
> O=C(Nc1ccn(-c2ccccc2)n1)c1ccccc1Br
 : -9, 0, 16, 85, 9, 85, -0.1, 3, ., -6
> O=C(CCC(=O)NC1CCCCCC1)Nc1nnc(C(F)(F)F)s1
 : -3, 4, -8, 94, 10, 103, 2.1, 9, 8, -1
